Bioassay records as filed in PubChem.
BAZ2B inh: blocks human BAZ2B; Q9UIF8; Potency, µM (highest dose often 114 µM), for inactives: top-dose activity change, negative = inhibition, actives largely listed as inhibitors; 4.4% of 360,000 active; AlphaScreen BAZ2B-H3K14Ac peptide displacement; also: potency is read from the fitted curve at half-maximal effect; % is scaled to controls: 0 for no effect and ±100 for the full control effect; nearly all actives have a fitted effect of over 60% in size
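Compounds, titrated to a top concentration of 110 uM, were incubated 30 min at room temperature with preformed BAZ2B/acetyl-K14 H3 peptide complex (50 nM each). Proximity signal was measured by AlphaScreen after 20 min with beads.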
JMJD2A Tudor: JMJD2A Tudor domain (human) inhibition; O75164; AlphaScreen JMJD2A-Tudor / H3K4me3 peptide binding; Potency, µM (doses to about 114 µM), for inactives: top-dose activity change, negative = inhibition, most hits filed as inhibitors; 4.4% of 390,000 active; AID 504339; also: potency is read from the fitted curve at half-maximal effect; % is scaled to controls: 0 for no effect and ±100 for the full control effect; nearly all actives have a fitted effect of over 50% in size
GLS inhibitor: blocks human kidney-isoform glutaminase activity | Potency, µM (doses to about 45.5 µM), for inactives: at the highest dose activity change, negative = inhibition, hits mostly inhibitors | 0.21% of 410,000 active | AID 624170 | GLS enzymatic activity, qHTS titration; also: potency is read from the fitted curve at half-maximal effect; % is scaled to controls: 0 for no effect and ±100 for the full control effect
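Assay buffer: 45 mM KH2PO4 pH 8.2, 0.02% Tween-20. hKGA acts on L-glutamine (1 mM solution added); product glutamate is reported by an oxidase/peroxidase Amplex Red coupling, with fluorescence taken at baseline and 30 min.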
HP1b binding inh: inhibitors of HP1-beta chromodomain binding to methylated histone tails. P83916. AlphaScreen HP1-beta / biotin-H3K9me3 peptide binding. Potency, µM (doses to about 114 µM), without a hit: at the highest dose activity change, negative = inhibition, most hits filed as inhibitors. 0.56% of 390,000 active; also: potency is read from the fitted curve at half-maximal effect; nearly all actives have a fitted effect of over 70% in size; inactives centre near 23
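AlphaScreen: HP1-beta (50 nM) preformed 30 min with biotin-H3(1-18)K9me3 peptide (50 nM) in PBS pH 7.4, 0.01% Tween-20. Compound added for 30 min at RT, then streptavidin donor/nickel chelate acceptor beads (10 ug/mL) for 30 min.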
Pin1 inh: blocks the human prolyl isomerase Pin1. Pin1 FP peptide displacement, HiFluor488, 10 min. 0.009% of 390,000 active. Q13526. AID 504891. Potency, µM (doses to about 115 µM), for inactives: top-dose activity, negative = inhibition, most hits filed as inhibitors; active = well fitted inhibition curve with a large enough effect in the polarisation, with a control signal flat, not every such curve was filed as active; inconclusive = small, poorly fitted or top-dose-only effect, or effect the other way, or a change in a side signal; inactive = no such curve, though single readings can be large or run the other way; the % refers to the polarisation; also: potency is read from the fitted curve at half-maximal effect; % is scaled to controls: 0 for no effect and ±100 for the full control effect
Target sequence (Q13526 whole entry, looked up): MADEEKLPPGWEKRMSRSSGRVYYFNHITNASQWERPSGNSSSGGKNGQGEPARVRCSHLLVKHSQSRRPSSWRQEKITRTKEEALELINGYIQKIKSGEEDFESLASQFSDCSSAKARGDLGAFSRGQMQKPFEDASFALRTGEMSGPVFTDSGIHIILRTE
Tb PGK inh: T. brucei PGK inhibition; Potency, µM (series often up to 57.5 µM), inactives show at the top dose activity change, negative = inhibition, most hits filed as inhibitors; PGK/GAPDH coupled, Kinase-Glo luminescence, 60 min; AID 602233; 0.043% of 380,000 active; also: potency is read from the fitted curve at half-maximal effect; % is scaled to controls: 0 for no effect and ±100 for the full control effect; nearly all actives have a fitted effect of over 60% in size
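Recombinant glycosomal PGK reaction used 1,3-bisphosphoglycerate generated in-well by GAPDH (100nM final) in 100mM TEA pH 7.6, 5mM MgCl2, 0.01% Tween-20. After 60 minutes at room temperature, ATP was read by Kinase-Glo Plus luminescence end-point.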
G9a inh: G9a (human) methyltransferase inhibition | G9a H3K9 monomethylation, AlphaScreen, 2 h | Potency, µM (doses to about 102 µM), without a hit: at the top dose activity, negative = inhibition, actives largely listed as inhibitors | 8.8% of 350,000 active | AID 504332; also: potency is read from the fitted curve at half-maximal effect; % is scaled to controls: 0 for no effect and ±100 for the full control effect; nearly all actives have a fitted effect of over 75% in size
Target sequence (Q96KQ7 913-1193 limits assumed): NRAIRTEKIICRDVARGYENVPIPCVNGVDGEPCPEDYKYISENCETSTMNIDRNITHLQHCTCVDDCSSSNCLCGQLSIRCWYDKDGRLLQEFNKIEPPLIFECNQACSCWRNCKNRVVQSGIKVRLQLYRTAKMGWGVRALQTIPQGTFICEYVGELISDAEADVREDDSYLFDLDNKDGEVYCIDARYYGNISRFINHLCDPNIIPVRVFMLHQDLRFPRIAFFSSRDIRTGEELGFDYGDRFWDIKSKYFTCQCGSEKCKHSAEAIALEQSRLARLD
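Compounds were preincubated with 20 nM G9a for 15 min, after which biotinylated H3K9 peptide (500 nM) and SAM (20 uM) started a 2 h room-temperature reaction. Monomethylated product was quantified by antibody-based AlphaScreen chemiluminescence.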
ERG-DNA inh: ERG Ets/DNA interaction inhibition; fluorescence polarization, His-ERG Ets domain / labelled DNA; Potency, µM (top dose mostly 76.9 µM), without a hit: at the highest dose FP activity, negative = inhibition, hits mostly inhibitors; AID 624246; 0.028% of 370,000 active; active = well fitted inhibition curve with a large enough effect in the polarisation, with a control signal flat; inconclusive = small, poorly fitted or top-dose-only effect, or effect the other way, or a change in a side signal; inactive = no such curve, though single readings can be large or run the other way; the % refers to the polarisation;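 also: polarization taken with two DNA probes labelled with fluorescein and Texas red; potency is read from the fitted curve at half-maximal effect; % of control where 0% means no effect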
Target sequence (P11308 whole entry, looked up, the tested form may be a part): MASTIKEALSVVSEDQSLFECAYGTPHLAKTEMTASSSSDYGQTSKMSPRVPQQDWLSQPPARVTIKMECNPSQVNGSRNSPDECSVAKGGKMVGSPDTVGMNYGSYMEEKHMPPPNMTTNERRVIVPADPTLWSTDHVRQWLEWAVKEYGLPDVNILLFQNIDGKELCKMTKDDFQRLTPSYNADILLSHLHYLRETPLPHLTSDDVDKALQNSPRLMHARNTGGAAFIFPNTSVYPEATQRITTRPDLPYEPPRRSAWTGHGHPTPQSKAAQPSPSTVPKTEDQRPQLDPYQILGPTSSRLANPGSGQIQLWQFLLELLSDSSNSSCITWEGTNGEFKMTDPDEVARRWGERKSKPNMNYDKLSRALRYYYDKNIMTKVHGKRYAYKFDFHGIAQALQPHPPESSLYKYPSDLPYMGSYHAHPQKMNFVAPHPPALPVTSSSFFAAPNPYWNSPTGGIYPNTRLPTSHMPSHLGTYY
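His-tagged ERG Ets domain (1 uM in the protein solution; 300mM KCl, 50mM Tris-HCl, 1mM EDTA, 1mM DTT, pH 7.5) received compound, then a probe mix of 5 nM fluorescein-DNA and 100nM Texas-615-DNA. Fluorescence polarization was read for both dyes.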
PI4K2A inh: PI4K2A (human) kinase inhibition. purified PI4K2A, ADP-Glo luminescence, 1 h; hits give low values. Q9BTU6. 0.13% of 420,000 active. activity change, negative = inhibition, % at 76.9 µM; in the data active = activity change below about -50%; inconclusive = mostly about -30% to -49%;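 also: -100% = wells without enzyme as full effect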
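Compounds are screened against recombinant PI4K2A using PI as substrate and ATP, the latter dispensed at 300 microM. Reactions run one hour at ambient temperature before ADP-Glo detection; full inhibition defined by wells lacking enzyme.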
An asterisk follows results filed as active; i = inactive; ? = inconclusive; . = not tested or not shown; & = joins results of further samples; [ ] = another dose, or the depositor's remark. Unless noted, calls follow the shape of the dose curve; as a rule, active = well fitted curve in the direction sought with a large enough effect; inconclusive = small, poorly fitted or top-dose-only effect, or another doubt; inactive = no such curve, though single readings can be large; an effect the other way counts as inactive or inconclusive.

SMILES	BAZ2B inh	JMJD2A Tudor	GLS inhibitor	HP1b binding inh	Pin1 inh	Tb PGK inh	G9a inh	ERG-DNA inh	PI4K2A inh
COc1cccc(C(c2sc3nc(C)nn3c2O)N2CCC3(CC2)OCCO3)c1 (centres undefined)	1%	-12%	6%	?	0%	18%	7%[59 µM]	-1%	26
CCOc1ccc(NC(=O)CSc2nnc(CNC(=O)c3cccs3)o2)cc1	-6%	-5%	8%	20%	2%	5%	0%[0.501 µM]	-7%	-5
Cc1sc2ncnc(N[C@@H](Cc3c[nH]c4ccccc34)C(=O)O)c2c1C	-5%	-6%	?	25%	0%	-3%	?	.	3
Nc1nc(SCC(=O)N2CCOCC2)[nH]c(=O)c1-c1ccccc1	-9%	-9%	-6%	66%[activator]	-14%	i	6%	0%	-2
Cn1c(=O)c2c(ncn2Cc2ccccc2)n(C)c1=O	11%	-29%	2%	33%	-4%	-2%	15%[59 µM]	14%	1
O=C(Cc1ccc(Br)cc1)NCc1ccccc1	16%	6%	-13%	54%	1%	i	.	5%	1
CCCS(=O)(=O)N1CCC(C(=O)NCCc2ccc(C)cc2)CC1	-2%	0%	-5%	22%	-1%	6%	22%[59 µM]	-6%	1
COc1ccc(NC(=O)Cn2cc(C(=O)c3ccccc3OC)c(=O)c3ccc(C)nc32)cc1OC	?	-20%	-2%	20%	17%	i	5%[59 µM]	11%	-2
COc1ccc(OCC(=O)Nc2nonc2NC(=O)COc2ccc(OC)cc2)cc1	-28%	-20%	15%	12%	8%	-7%	-38%	-7%	-3
COc1ccc(NC(=O)Cn2c(=O)n(CC(=O)NCc3ccco3)c(=O)c3ccccc32)cc1OC	2%	5%	-4%	37%	29%	-4%	26%[59 µM]	0%	-13
Cc1ccccc1NC(=O)NCCCN1CCN(c2ccccc2)CC1	-6%	-28%	33%[activator]	11%	8%	-3%	-4%[59 µM]	5%	6
CCOC(=O)c1c(NC(=O)c2ccc(Br)cc2)sc2c1CCCC2	4%	-10%	2%	?	0%	0%	10µM*	1%	2
Cc1cc(C)cc(NS(=O)(=O)Cc2ccccc2)c1	-21%	-11%	7%	13%	-6%	-3%	6%	-11%	1
CCN(CC)C(=O)Cn1cc(C(=O)C(=O)NCc2ccco2)c2ccccc21	0%	-13%	5%	-1%	-6%	-4%	-36%	0%	8
COC(=O)C(Cc1ccccc1)NC(=O)c1cccc(S(=O)(=O)N(C)C)c1 (centres undefined)	-10%	-1%	-4%	22%	6%	-1%	3%	-14%	3
CC(C)n1nc(C(=O)Nc2ccc(-n3cnnn3)cc2)c2ccccc2c1=O	.	-6%	-27%	6%[57 µM]	0%	-2%	.	-5%	-6
C=CCNC(=O)CC1Nc2c3ccccc3nc(=S)n2C1=O (centres undefined)	-22%	0%	?	46%[activator]	-4%	3%	35µM*	15%	-4
CC(=O)N1CCN(c2csc3ccc(F)cc3c2=O)CC1	-17%	-7%	13%	27%[57 µM]	-1%	4%	-40%[59 µM]	2%	-2
CCOC(=O)C1(Cc2ccccc2C)CCCN(C(=O)c2ccnn2C)C1 (centres undefined)	-1%	5%	7%	46%[activator]	8%	-1%	.	0%	6
O=C(CCCc1nc(-c2ccco2)no1)Nc1ccccc1[N+](=O)[O-]	?	-26%	-15%	15%	-1%	-5%	?	0%	-2
O=C(Nc1ccc2c(c1)OCO2)c1cc(-c2ccc(Cl)cc2)on1	0%	-4%	-13%	40%[activator]	-1%	i	5%[59 µM]	-4%	2
Cc1occc1-c1nnc(SCC(=O)NCC2CCCO2)n1C (centres undefined)	-3%	56µM*	13%	-6%	-8%	-6%	-10%[59 µM]	6%	6
COC(=O)c1sc(=S)sc1C(=O)OC	-38%	?	0%	?	-3%	-6%	28µM*	.	-7
COc1ccc(-c2cc(C(=O)N3CCN(c4ccccc4F)CC3)c3ccccc3n2)c(OC)c1	-17%	-11%	0%	43%[activator]	19%	15%	16%	-3%	2
CCN(c1cccc(C)c1)S(=O)(=O)c1cc2c3c(c1)CCC(=O)N3CCC2	-30%	-14%	-2%	7%	6%	7%	-29%	0%	-1

Among those listed so far, these have an aryl thioether with sulfur outside any ring.
SMILES	BAZ2B inh	JMJD2A Tudor	GLS inhibitor	HP1b binding inh	Pin1 inh	Tb PGK inh	G9a inh	ERG-DNA inh	PI4K2A inh
CCOc1ccc(NC(=O)CSc2nnc(CNC(=O)c3cccs3)o2)cc1	-6%	-5%	8%	20%	2%	5%	0%[0.501 µM]	-7%	-5
Nc1nc(SCC(=O)N2CCOCC2)[nH]c(=O)c1-c1ccccc1	-9%	-9%	-6%	66%[activator]	-14%	i	6%	0%	-2
Cc1occc1-c1nnc(SCC(=O)NCC2CCCO2)n1C (centres undefined)	-3%	56µM*	13%	-6%	-8%	-6%	-10%[59 µM]	6%	6

(further entries)
SMILES	BAZ2B inh	JMJD2A Tudor	GLS inhibitor	HP1b binding inh	Pin1 inh	Tb PGK inh	G9a inh	ERG-DNA inh	PI4K2A inh
Cc1ccc(C(=O)Nc2nnc(-c3ccc(C(C)(C)C)cc3)s2)cc1	-5%	-4%	2%	70%[activator]	-2%	4%	5%	-3%	-1
CCCC(C)c1nnc(NC(=O)CS(=O)(=O)Cc2ccccc2)s1 (centres undefined)	-6%	-29%	-5%	?	-4%	-3%	8.9µM*	-5%	9
O=C(Nc1ccccc1Cl)c1cc(S(=O)(=O)N2CCC3(CC2)OCCO3)ccc1F	12%	-4%	8%&0%	42%[activator]	4%	-10%	13%[59 µM]	0%	-4&-3
CCOc1cc(CN2CCCC(C(=O)c3cccc(C(F)(F)F)c3)C2)ccc1O (centres undefined)	7%	-35%	?	-9%	4%	-6%	.	1%	-2
CC1CCCC(NC(=S)NC(=O)c2cncc(Br)c2)C1C (centres undefined)	-33%	-11%	1%	19%	0%	-14%	8%[59 µM]	2%	-5
COCCn1c(-c2cccc(Br)c2)nc2c(c(=O)c3ccccc3n2C)c1=O	5%	-23%	-1%	34%	-2%	-7%	.	-4%	8
Cc1ccc(Cl)cc1NC(=S)N(CCN(C)C)Cc1cccs1	-22%	-17%	12%	42%[activator]	5%	-6%	40µM*	1%	0
C=CCn1c(SCC(=O)c2c(N)n(C)c(=O)n(C)c2=O)nnc1-c1ccncc1	-18%	5%	-2%	31%	6%	7%	?	13%	2
O=C(O)C(=O)/C(=C\c1cccc2ccccc12)c1ccc2ccccc2n1	4%	-18%	41%[activator]	43%	?	-8%	8%	-10%	4
CCCNC(=O)Cn1nc([N+](=O)[O-])c([N+](=O)[O-])c1C	7%	-19%	9%	21%	2%	i	20%[59 µM]	8%	5
O[C@@H]1[C@@H](O)C=C2CCN3Cc4cc5c(cc4[C@H]1C23)OCO5 (some centres undefined)	27%	1%	22%	24%	-11%	1%	5%[59 µM]	-17%	-2
O=C(N/N=C/c1cc(Br)cc(Cl)c1O)c1ccc2c(c1)OCO2	.	?	6%	36%	?	i	.	0%	1
COC(=O)c1ccc2c(=O)n3nc(Nc4ccc(F)cc4F)sc3nc2c1	1%	-5%	-5%	48%[activator]	0%	-5%	2%[59 µM]	2%	7
CN(C(=O)c1ccccc1C(=O)OCC(=O)Nc1ccccc1)c1ccccc1	-3%	-8%	14%	14%	-4%	-5%	21%[12.7 µM]	4%	-3
O=C(COC(=O)CCc1ccc(S(=O)(=O)N2CCOCC2)cc1)NCc1ccc(Cl)cc1	.	6%	-5%	16%	-1%	-6%	7%	-8%	0
Cc1nn(CC(=O)Nc2ccc(S(N)(=O)=O)cc2)c(=O)c2ccccc12	-7%	-5%	2%	15%	2%	-8%	2%	11%	-10
CCCc1nc(N2CCN(C)CC2)c2sc(=S)n(-c3ccccc3)c2n1	-7%	-19%	-6%	6%	-12%	-11%	-7%[59 µM]	6%	-15
O=C1CCC(=O)N1CCCCCc1nc(-c2ccccc2)no1	-1%	-7%	-4%	34%	-4%	i	14%[12.7 µM]	-7%	-3
COc1cccc(C(=O)COC(=O)COc2c(C)cc(C)cc2C)c1	52%[activator]	66%[activator]	0%	129%[activator]	3%	-7%	55%[activator][59 µM]	1%	0
Cc1cccc(C)c1-n1nnnc1C1(Nc2ccccc2)CCCCC1	-5%	-10%	6%	35%	-6%	0%	4%[59 µM]	6%	1
CCCn1c(=O)c(C(=O)Nc2c(C)n(C)n(-c3ccccc3)c2=O)c(O)c2ccccc21	25%	-20%[57.1 µM]	-3%	-20%	-5%	3%	?	9%	-9
Clc1ccc(-c2nnc3n2CCCCS3)cc1	9%	1%[57.1 µM]	-12%	56%[activator]	1%	-2%	4%[59 µM]	4%	-2

Individual results from above.
O=C1CCC(=O)N1CCCCCc1nc(-c2ccccc2)no1 @ JMJD2A Tudor: -7%
CC1CCCC(NC(=S)NC(=O)c2cncc(Br)c2)C1C (centres undefined) @ ERG-DNA inh: 2%
C=CCn1c(SCC(=O)c2c(N)n(C)c(=O)n(C)c2=O)nnc1-c1ccncc1 @ GLS inhibitor: -2%
CCOc1cc(CN2CCCC(C(=O)c3cccc(C(F)(F)F)c3)C2)ccc1O (centres undefined) @ HP1b binding inh: -9%
Cc1ccc(C(=O)Nc2nnc(-c3ccc(C(C)(C)C)cc3)s2)cc1 @ PI4K2A inh: -1

Outcome played no part in choosing rows (roughly 11% active in at least one column).
